GLA spleen mod – inhibitors or activators of human alpha-galactosidase in spleen homogenate | human spleen homogenate, 4MU-alpha-Gal fluorescence, 40 min | Potency, µM (top dose mostly 80 µM), for the others: at the top dose activity change, negative = inhibition, actives largely listed as inhibitors | 240,000 tested, 0.008% active | AID 2107;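 also: potency is read from the fitted curve at half-maximal effect; 0% = enzyme with vehicle and -100% = no enzyme basal signal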
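Spleen homogenate 1 ug + cpd (titration) + 4-MU-alpha-D-galactopyranoside 1 mM; 37C 40 min; 50 mM citrate/phosphate pH 5.0, 0.01% Tween-20; stop pH 10; fluorescence 365/440; AC50 via Hill.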
Lamin A splicing – changes lamin A minigene splicing in HeLa cells; HeLa LMNA splicing GFP/RFP minigene ratio, 48 h; Potency, µM (doses to about 46.1 µM), without a hit: at the top dose ratio change, negative = inhibition, actives largely listed as inhibitors; 200,000 tested, 0.01% active; AID 1487; active = well fitted inhibition curve with a large enough effect in the signal ratio, with a control signal flat, not every such curve was filed as active; inconclusive = small, poorly fitted or top-dose-only effect, or effect the other way, or a change in a side signal; the % refers to the signal ratio; also: potency is read from the fitted curve at half-maximal effect; % is scaled to controls: 0 for no effect and ±100 for the full control effect
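S3 HeLa cells stably expressing lamin A-EGFP splicing minigene plus DsRed2, 600 cells/well, 48 h compound exposure at 37C. Laser-scanning cytometry; analysed as GFP (500-530 nm)/RFP (575-640 nm) total intensity ratio; 0.5% DMSO vehicle.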
IMPase Li cell – IMPase inhibition in cells with lithium potentiation | CHO-M1 cells, IP1 TR-FRET (IP-One), carbachol + lithium | Potency, µM (series often up to 59.4 µM), without a hit: top-dose activity, negative = IMPase inhibition, actives largely listed as inhibitors | 210,000 tested, 0.35% active;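 also: IP1 builds up when IMPase is blocked and the TR-FRET signal falls; potency is read from the fitted curve at half-maximal effect; plate controls were basal vehicle for no effect and high inhibitor control for full effect; nearly all actives have a fitted effect of over 50% in size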
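Concentration–response in CHO-M1 cells, lithium-potentiated; 30 min at 37C. IP1 detected by competitive TR-FRET after 10 min lysis at RT. Hill-fitted AC50.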
CBFb RUNX1 block – inhibitors of human CBF-beta and RUNX1 interaction | Q01196+Q13951 | AlphaScreen CBFb-His/RUNX1-biotin binding, biochemical | Potency, µM (highest dose often 59.8 µM), without a hit: at the highest dose activity, negative = inhibition, usual class: inhibitors | 230,000 tested, under 10 active | AID 1477; also: % of control where 0% means no effect
Target sequence (Q01196 whole entry, looked up): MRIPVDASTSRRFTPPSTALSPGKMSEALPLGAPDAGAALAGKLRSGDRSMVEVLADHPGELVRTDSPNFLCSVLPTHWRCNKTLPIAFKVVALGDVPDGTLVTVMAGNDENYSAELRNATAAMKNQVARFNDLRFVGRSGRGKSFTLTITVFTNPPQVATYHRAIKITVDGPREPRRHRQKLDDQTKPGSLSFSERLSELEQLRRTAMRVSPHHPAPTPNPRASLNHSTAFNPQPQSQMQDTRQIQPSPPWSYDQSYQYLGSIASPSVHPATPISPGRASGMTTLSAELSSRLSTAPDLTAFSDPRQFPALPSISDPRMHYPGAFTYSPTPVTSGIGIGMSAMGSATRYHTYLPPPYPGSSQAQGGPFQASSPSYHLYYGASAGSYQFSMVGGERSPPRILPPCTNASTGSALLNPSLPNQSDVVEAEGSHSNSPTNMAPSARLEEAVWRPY
Target sequence (Q13951 whole entry, looked up): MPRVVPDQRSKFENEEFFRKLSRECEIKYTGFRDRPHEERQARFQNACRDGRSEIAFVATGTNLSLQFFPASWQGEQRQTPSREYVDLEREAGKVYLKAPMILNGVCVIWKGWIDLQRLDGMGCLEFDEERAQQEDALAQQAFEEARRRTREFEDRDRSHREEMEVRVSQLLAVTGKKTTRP
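Read-out: AlphaScreen. Format: His-CBF-beta with biotinylated RUNX1 (30 nM each) preincubated 20 min, compound 15 min, Ni-chelate plus streptavidin beads 90 min; room temperature throughout.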
KinaseGlo FLuc – blocks Kinase-Glo luciferase, a counter-screen artifact; Q27757; Kinase-Glo luciferase, ATP luminescence, 8 min; Potency, µM (titrated, usually from 38.3 µM), for inactives: top-dose activity change, negative = inhibition, actives largely listed as inhibitors; 200,000 tested, 0.28% active; AID 1379; also: potency is read from the fitted curve at half-maximal effect; % is scaled to controls: 0 for no effect and ±100 for the full control effect; nearly all actives have a fitted effect of over 60% in size
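Light output from Kinase-Glo luciferase with luciferin and 10 uM ATP in 50 mM imidazole pH 7.2, KCl, MgCl2, Tween 20, BSA; compound pin-delivered, 8-min ambient incubation, then luminescence read.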
NPSR antagonist – neuropeptide S receptor (human) antagonism, cAMP; Q6W5P4; CHO-NPSR cells, cAMP TR-FRET, antagonist mode; Potency, µM (titrated, usually from 38.3 µM), without a hit: at the top dose activity change, negative = inhibition, hits mostly inhibitors; 220,000 tested, 1% active; also: potency is read from the fitted curve at half-maximal effect; % is scaled to controls: 0 for no effect and ±100 for the full control effect; nearly all actives have a fitted effect of over 50% in size; many of its hits are not listed in these tables
Target sequence (Q6W5P4 whole entry, looked up): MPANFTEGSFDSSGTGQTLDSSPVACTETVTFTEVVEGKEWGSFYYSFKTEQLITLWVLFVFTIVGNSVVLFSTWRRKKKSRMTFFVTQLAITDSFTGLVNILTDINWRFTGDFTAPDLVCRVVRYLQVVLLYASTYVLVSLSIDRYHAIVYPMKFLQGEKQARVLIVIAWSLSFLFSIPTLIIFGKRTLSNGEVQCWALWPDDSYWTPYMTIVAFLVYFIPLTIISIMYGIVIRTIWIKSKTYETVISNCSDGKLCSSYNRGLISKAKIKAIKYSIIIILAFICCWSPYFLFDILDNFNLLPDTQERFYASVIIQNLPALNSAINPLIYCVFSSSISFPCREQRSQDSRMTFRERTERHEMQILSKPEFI
Epigenetic reg – derepresses silenced GFP reporter in murine cells | murine LDR cells, GFP reporter derepression, 30 h | Potency, µM (highest dose often 53.9 µM), without a hit: at the top dose GFP activation, usual class: activators | 280,000 tested, 0.2% active; also: potency is read from the fitted curve at half-maximal effect; % of control where 0% means no effect; nearly all actives have a fitted effect of over 60% in size
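Murine LDR cells carrying a silenced, genomically integrated CMV-driven GFP reporter were exposed to compound for 30 hours at 37 C. After PBS washes, GFP-positive cells (20–120 um objects) were counted by laser-scanning microplate cytometry.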
Numbers without * were called inactive; ? = inconclusive; / = not tested or not shown; & = joins results of further samples; [ ] = remark or other dose. Unless noted, calls follow the shape of the dose curve; as a rule, active = well fitted curve in the direction sought with a large enough effect; inconclusive = small, poorly fitted or top-dose-only effect, or another doubt; inactive = no such curve, though single readings can be large; an effect the other way counts as inactive or inconclusive. An excerpt. The share of hits here may be higher or lower than overall.

Structure | GLA spleen mod | Lamin A splicing | IMPase Li cell | CBFb RUNX1 block | KinaseGlo FLuc | NPSR antagonist | Epigenetic reg
COc1ccccc1-n1cc([C@@H]2C[C@H]3CN(c4ccccc4)C(=O)[C@]34CCCN24)cn1 | 7% | ? | 4% | -2% | -7% | -13% | -0.1%
CC(Oc1ccccc1F)C(=O)NNC(=O)c1cc2ccccc2o1 (stereo not given) | -1% | / | 12% | -1% | / | 8% | -2.4%
O=C(/C=C/c1ccco1)N(Cc1cccc(Cl)c1)C1CCS(=O)(=O)C1 (stereo not given) | 8% | / | / | -4% | / | 5% | 0.0%
Cc1cc(C)n(-c2nc3sc4c(c3c(=O)[nH]2)CCCC4)n1 | 4% | ? | 10%[38.3 µM] | -5% | -4% | 3%[46.1 µM] | -2.1%
COc1ccccc1C(=O)NCC(c1cccnc1)N(C)C (stereo not given) | 8% | -5% | -11%[38.3 µM] | 8% | -4% | -5%[46.1 µM] | -0.7%
Cc1ccc(Cn2nnnc2CN2CCC(NC(=O)c3ccccc3F)CC2)cc1 | -3% | -5% | 3%[38.3 µM] | 2% | 1% | -6%[46.1 µM] | -1.0%
O=C(CSc1ccc2c(c1)OCCO2)NCCN1C(=O)CSC1=O | -11% | 12% | -6%[38.3 µM] | 2% | -1% | 3%[46.1 µM] | 0.8%
CCOC(=O)c1ccc(CNCc2ccc(C)cc2)cc1 | 0% | 2% | 16% | 9% | 2% | -4%[46.1 µM] | 0.0%
Cn1cccc1/C=C(/C#N)c1ccc(F)cc1 | 3% | / | 16% | ? | 2% | -21% | -2.5%
COc1ccc(-c2cc(C(F)(F)F)nc(S(=O)(=O)CCCC(=O)Nc3cc(C)on3)n2)cc1OC | 2% | 4µM* | 2% | -1% | -4% | -50% | -0.1%
COc1ccc(C(=O)NCC(=O)N/N=C(C)\C=C\c2ccccc2)cc1OC | -1% | / | 13% | 2% | 4% | -1% | -2.2%
Cc1ccc(C2CC(=O)C=C(Nc3ccc(Cl)cc3)C2)cc1 (stereo not given) | 0% | ? | 0% | 3% | 6% | -13% | 0.0%
Cc1cc(C(=O)CSc2nnnn2C)c(C)n1Cc1ccco1 | -8% | / | / | -16% | / | -4% | -0.3%
COc1ccc(C(=O)Nc2ccc(S(=O)(=O)Nc3cc(C)nc(C)n3)cc2)cc1 | 3% | / | / | 0% | / | -7% | -1.1%&2.6%
COc1ccc(C(CC(=O)O)NC(=O)OC(C)(C)C)cc1 (stereo not given) | 5% | -9% | 4% | 1% | 1% | 14% | -1.0%
COc1cc(OC)cc(C(=O)NCCSC2CCCCC2)c1 | -1% | -27%[46 µM] | 10% | 0% | 0% | -4% | -3.6%
Cn1c(=O)c(-c2ccccc2)nc2cnc(Oc3ccccc3)nc21 | 2% | / | -4% | / | -1% | / | /
COc1cc2cc(C(c3nnnn3C3CCCC3)N3CCCCCC3)c(=O)[nH]c2cc1OC (stereo not given) | 13% | 3% | 5% | 7% | 1% | -21%[46.1 µM] | -3.3%
O=[N+]([O-])c1ccc2c(c1)C(O)n1ncnc1S2 (stereo not given) | 1% | -6%[46 µM] | 2% | -5% | -3% | 14% | 0.1%
COc1ccc(C(=O)Nc2cccc(C(C)=O)c2)cc1OC | -4% | 0% | 8%[38.3 µM] | 6% | -17% | -19%[46.1 µM] | 0.5%
COC(=O)c1c(-c2ccccc2)csc1N1C(=O)Nc2ccccc2N1O | 7% | / | 3% | -1% | 1% | -37% | -2.0%
CCCNC(=O)c1nnsc1S(=O)(=O)c1ccc(Cl)cc1 | -7% | ? | 26% | 1% | -1% | ? | ?
O=P(O)(O)c1ccccc1OCCCCCOc1ccccc1P(=O)(O)O | 12% | 1% | 0%[38.3 µM] | 0% | 0% | -7%[46.1 µM] | -1.1%
CCc1ccc(NC(=O)CS(=O)CC(=O)NCC2OCCc3ccccc32)cc1 (stereo not given) | -14% | ? | 30%[38.3 µM] | 10% | 1% | -2%[46.1 µM] | 0.0%
COc1ccccc1NC(=O)CSc1nnc(CCNC(=O)c2ccc(C)cc2)n1C | 2% | 5%[46 µM] | -1% | 2% | 1% | -16% | 4.5%

Profiles from above. Order of screens: GLA spleen mod, Lamin A splicing, IMPase Li cell, CBFb RUNX1 block, KinaseGlo FLuc, NPSR antagonist, Epigenetic reg
COc1ccccc1-n1cc([C@@H]2C[C@H]3CN(c4ccccc4)C(=O)[C@]34CCCN24)cn1 across the screens: 7%, ?, 4%, -2%, -7%, -13%, -0.1%
Cc1ccc(C2CC(=O)C=C(Nc3ccc(Cl)cc3)C2)cc1 (stereo not given) across the screens: 0%, ?, 0%, 3%, 6%, -13%, 0.0%
COc1ccc(C(=O)NCC(=O)N/N=C(C)\C=C\c2ccccc2)cc1OC across the screens: -1%, /, 13%, 2%, 4%, -1%, -2.2%
CCOC(=O)c1ccc(CNCc2ccc(C)cc2)cc1 across the screens: 0%, 2%, 16%, 9%, 2%, -4%[46.1 µM], 0.0%
COc1cc(OC)cc(C(=O)NCCSC2CCCCC2)c1 across the screens: -1%, -27%[46 µM], 10%, 0%, 0%, -4%, -3.6%

Going on with the list:
Structure | GLA spleen mod | Lamin A splicing | IMPase Li cell | CBFb RUNX1 block | KinaseGlo FLuc | NPSR antagonist | Epigenetic reg
NNC(=O)c1ncoc1-c1ccc(Cl)cc1 | -2% | / | / | 0% | / | 3% | 1.2%
CCOc1ccc(NC(=O)CNC(=O)c2ccc([N+](=O)[O-])cc2)cc1 | 6% | / | 5% | 16% | -1% | 7% | -0.4%
CCOC(=O)c1ccc(NC(=S)N(CCCN(CC)CC)Cc2ccco2)cc1 | -5% | -13% | 5% | 2% | -2% | 13% | 0.0%
CC1=NN(c2ccccc2)C(=O)/C1=C\c1cc(C)n(-c2ccccc2)c1C | 5% | -1% | 18% | ? | -2% | -17%[46.1 µM] | 14%
COC(=O)c1ccc(COc2ccccc2/C=N/O)o1 | 1% | / | / | 7% | / | 42% | 0.1%
Cc1ccc(/C=N/NC(=O)CNC(=O)c2ccc(S(=O)(=O)N(C)C)cc2)o1 | 2% | 13%[46 µM] | 2% | -2% | 1% | -2% | -0.1%
COc1ccc(C2=NOC(C(=O)N(C)Cc3ccccc3)C2)cc1 (stereo not given) | 2% | ? | 6% | 11% | 0% | 1% | 1.4%
COc1ccccc1N1CC(C)(C)C(=O)N(C(=O)c2c(F)cccc2Cl)C1=S | -5% | / | / | -11% | / | 56% | 0.1%
COc1ccc(-c2cc3nc(C)cc(C)n3n2)cc1 | 4% | -5% | 17%[38.3 µM] | 6% | 10% | -13%[46.1 µM] | 1.7%
COc1cccc(NC(=O)CN(c2cccc(F)c2)S(C)(=O)=O)c1 | 1% | -4% | 17%[38.3 µM] | 3% | 2% | -18%[46.1 µM] | -1.1%
Cc1cccc(OCC(=O)Nc2ccc(N3CCN(S(C)(=O)=O)CC3)cc2)c1C | 11% | 2% | 1%[38.3 µM] | -6% | -5% | 9%[46.1 µM] | 0.0%
CCc1ccc(C(C(=O)NCCOC)N(C(=O)Cn2nnc3ccccc32)c2cccnc2)cc1 (stereo not given) | -22% | 12% | 2% | 4% | 2% | -5%[46.1 µM] | -0.3%
COc1cccc(-c2nc(NC3CC3)c3ccccc3n2)c1 | 1% | ? | 16% | / | / | / | /
NS(=O)(=O)c1ccc(NC(=O)COC(=O)COc2ccc(Cl)cc2)cc1 | -11% | ? | 9% | -4% | 3% | -5% | -4.3%
O=C(COC(=O)c1ccccn1)Nc1ncc(C(F)(F)F)cc1Cl | -7% | 17% | -14%[38.3 µM] | 6% | -1% | 10%[46.1 µM] | -3.0%
O=C1OC(NCc2cccnc2)(c2ccc(Cl)cc2)c2ccccc21 (stereo not given) | -7% | 16%[46 µM] | 6% | 5% | -4% | 22% | 0.0%
C=CCc1cc(Cl)ccc1OCCN1CC(C)OC(C)C1 (stereo not given) | 1% | / | 0% | 3% | -2% | -39% | -0.9%[10.1 µM]
CCN(CC)CC(C)OC(=O)c1cc(OC)c(OC)c(OC)c1 (stereo not given) | -10% | 3% | 1%[38.3 µM] | 1% | 19% | -3%[46.1 µM] | -7.3%
Cc1ccc(S(=O)(=O)NCC(=O)OCc2ccccc2Br)cc1 | 5% | 33%[46 µM] | 4% | -7% | -2% | -19% | -2.5%
CCOc1cc(C(=O)Nc2ccccc2N2CCN(S(C)(=O)=O)CC2)cc(OCC)c1OCC | 2% | -5% | 6% | 10% | -3% | -23%[46.1 µM] | 0.9%
Cc1ccc(CCN2C(=O)CCC2(C)C(=O)NC2CCCC2)cc1 (stereo not given) | 3% | 8% | -4% | 3%[2.36 µM] | -4% | 9% | 1.0%

Six structures from above, ordered by molecular weight, largest number first:
Structure | GLA spleen mod | Lamin A splicing | IMPase Li cell | CBFb RUNX1 block | KinaseGlo FLuc | NPSR antagonist | Epigenetic reg
COc1ccccc1N1CC(C)(C)C(=O)N(C(=O)c2c(F)cccc2Cl)C1=S | -5% | / | / | -11% | / | 56% | 0.1%
NS(=O)(=O)c1ccc(NC(=O)COC(=O)COc2ccc(Cl)cc2)cc1 | -11% | ? | 9% | -4% | 3% | -5% | -4.3%
COc1cccc(NC(=O)CN(c2cccc(F)c2)S(C)(=O)=O)c1 | 1% | -4% | 17%[38.3 µM] | 3% | 2% | -18%[46.1 µM] | -1.1%
C=CCc1cc(Cl)ccc1OCCN1CC(C)OC(C)C1 (stereo not given) | 1% | / | 0% | 3% | -2% | -39% | -0.9%[10.1 µM]
COc1cccc(-c2nc(NC3CC3)c3ccccc3n2)c1 | 1% | ? | 16% | / | / | / | /
COc1ccc(-c2cc3nc(C)cc(C)n3n2)cc1 | 4% | -5% | 17%[38.3 µM] | 6% | 10% | -13%[46.1 µM] | 1.7%
